M5 PAM = positive allosteric modulators of human muscarinic M5 receptor; activation, % at 3 µM; actives 0.3% (n = 360,000); P08912; CHO-K1 hM5, Fluo-8 calcium, ACh EC20 PAM; 0% = ACh EC20, 100% = ACh EC100; AID 624038;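 active = activation above the run cutoff, the mean activation of all test compounds plus 3 SD, cut at about 18% in these data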
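Assay system – human M5 receptor in CHO-K1 cells · Read-out – % activation, ACh-normalized · Technique – Fluo-8 calcium fluorescence · Dosing – single-point, 3 µM nominal · Incubation – Fluo-8 loading 80 min at 37 °C plus 30 min room temperature · Repeats – singlicate, one well per test compound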
CHRM4 antagonist = blocks acetylcholine activation of human M4 receptor | P08173 | inhibition, % at 3 µM | CHO-hM4 cells, ACh EC80, Fluo-8 calcium fluorescence | actives 0.73% (n = 360,000);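 active = inhibition above its plate's cutoff, the mean inhibition of sample wells plus 3 SD, cut at about 27% in these data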;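 also: 0% = acetylcholine EC80 with DMSO and 100% = DMSO without agonist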
Target sequence (P08173 whole entry, looked up): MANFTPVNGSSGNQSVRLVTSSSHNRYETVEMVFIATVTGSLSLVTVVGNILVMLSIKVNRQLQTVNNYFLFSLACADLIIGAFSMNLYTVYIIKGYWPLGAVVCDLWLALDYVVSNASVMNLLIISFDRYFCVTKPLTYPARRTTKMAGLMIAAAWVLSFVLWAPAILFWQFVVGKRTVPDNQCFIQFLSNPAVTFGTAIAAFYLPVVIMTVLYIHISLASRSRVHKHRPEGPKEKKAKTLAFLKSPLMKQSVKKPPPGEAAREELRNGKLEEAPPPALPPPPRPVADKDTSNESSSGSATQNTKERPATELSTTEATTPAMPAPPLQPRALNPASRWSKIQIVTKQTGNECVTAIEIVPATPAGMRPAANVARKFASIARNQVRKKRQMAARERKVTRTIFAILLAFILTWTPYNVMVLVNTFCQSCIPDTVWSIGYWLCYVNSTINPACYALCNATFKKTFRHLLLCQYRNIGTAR
M5 ag = agonists of human muscarinic M5 receptor (CHRM5); P08912; CHO-K1 hM5 cells, Fluo-8 calcium fluorescence; 0% DMSO wells, 100% maximal acetylcholine response; activation, % at 3 µM; actives 0.19% (n = 360,000);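 active = activation above the run's mean over test compounds plus 3 SD, cut at about 23% in these data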;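 also: signal is peak over basal fluorescence ratio across the kinetic read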
CHRM5 antagonist = blocks acetylcholine activation of human M5 receptor | CHO-hM5 cells, Fluo-8 calcium fluorescence, ACh EC80 | inhibition, % at 3 µM | actives 0.59% (n = 360,000) | AID 624040;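 active = inhibition above a per-plate cutoff, the mean of that plate's test compounds plus 3 SD, cut at about 27% in these data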;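 also: 0% = acetylcholine EC80 with DMSO and 100% = DMSO without agonist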
CHRM4 agonist = CHRM4 agonism in calcium assay; P08173; CHO-K1 hM4/Gqi5, Fluo-8 calcium fluorescence; vehicle 0%, full acetylcholine response 100%; activation, % at 3 µM; actives 0.14% (n = 360,000); AID 624127;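 active = activation above the run mean over all test wells plus 3 SD, cut at about 32% in these data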;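 also: peak over basal fluorescence ratio per well then scaled between controls; 0% = DMSO wells and 100% = acetylcholine at EC100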
CHO-K1 Ca antag = nonselective inhibitor or artifact in parental CHO-K1 cells; inhibition, % at 3 µM; AID 602250; actives 0.6% (n = 360,000); ATP-induced calcium, Fluo-8 fluorescence;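 active = inhibition above a per-plate cutoff, the plate's mean sample inhibition plus 3 SD, cut at about 24% in these data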;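 also: 0% = DMSO plus EC80 ATP and 100% = DMSO alone without ATP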
CHO-K1 Ca ag = counter-screen for M1 agonists: effect in parental CHO-K1 cells | AID 602248 | actives 0.48% (n = 360,000) | Fluo-8 calcium fluorescence; scaled to maximal ATP response, vehicle zero | activation, % at 3 µM; in the data active = activation above about 15%;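 also: untransfected CHO-K1 host cells lacking M1 receptor as counterscreen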
M1 PAM parental = M1 PAM counterscreen hit in parental CHO-K1 cells; ATP EC20, Fluo-8 calcium fluorescence; 0% at ATP EC20, 100% at ATP max; activation, % at 3 µM; actives 0.02% (n = 360,000); AID 602247;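 active = activation above the run cutoff, the mean activation of all test compounds plus 3 SD, cut at about 40% in these data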;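 also: peak over basal fluorescence ratio in a 140 s read after ATP addition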
M4 PAM = CHRM4 positive allosteric modulation; P08173; CHO-K1 hM4/Gqi5, Fluo-8 calcium fluorescence, ACh EC20; 0% = ACh EC20, 100% = maximal ACh; activation, % at 3 µM; actives 0.4% (n = 360,000); AID 624126;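 active = activation above its plate's cutoff, the mean activation of sample wells plus 3 SD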; also: some results filed as inactive read as strong as hits
Numbers without * were called inactive. Compounds as they come; any-hit rate near 2.7%.

item	smiles	M5 ag	M4 PAM	CHRM4 agonist	CHO-K1 Ca antag	CHO-K1 Ca ag	M1 PAM parental	CHRM4 antagonist	M5 PAM	CHRM5 antagonist
1	Cc1cccc(C)c1NC(=O)COC(=O)C1C2CC3OC(=O)C1C3C2 (stereo unspecified)	-3	-1	1	-3	0.6	5	3	2	8
2	COc1ccc2c(c1OC)C(=O)OC2Nc1ccccn1 (stereo unspecified)	0	4	0	3	0.1	0	16	-2	0
3	Cc1nnc(Sc2c(N)n(C)c(=O)[nH]c2=O)s1	-2	3	0	7	0.1	15	-1	6	-3
4	COc1ccc(CCN(C)C(=O)CNC(=O)Cc2cccc3ccccc23)cc1OC	-4	0	2	-9	1.6	16	-5	-6	13
5	COc1ccc(/C=C2\SC(=O)N(CC(=O)NN3CCN(C)CC3)C2=O)cc1OC	-2	7	1	-10	0.2	-4	-9	2	4
6	CC12CCC(C(=O)O)(c3nc(C#N)c(C#N)nc31)C2(C)C (stereo unspecified)	-3	9	1	-13	0.3	20	-7	-6	13
7	COc1ccccc1CNC(=O)COC(=O)Cc1ccc(Br)cc1	-5	4	1	-1	-0.6	9	-5	-4	10
8	CCn1c(=O)c(C(=O)NCc2ccc(OC)cc2)c(O)c2ccccc21	1	6	1	-12	0.3	25	1	2	-3
9	COc1cc([N+](=O)[O-])ccc1NC(=O)NCc1ccco1	-6	-2	1	-8	0.5	9	10	1	0
10	COc1ccccc1C(=O)COC(=O)c1cnc(C)cn1	-3	6	-1	3	0.9	5	-11	-11	15
11	O=C(Cc1cccs1)Nc1cccnc1	2	4	1	-10	0.2	-1	7	4	-1
12	CC1(C)CC(NC(=O)c2ccc(Cl)cc2Cl)CC(C)(C)N1	-3	-2	0	4	-0.2	-5	2	3	10
13	O=C(NCc1cccnc1)C(=O)Nc1ccc([N+](=O)[O-])cc1	3	5	2	-16	0.6	13	1	-4	7
14	O=C(O)c1cccc(-n2sc3ccccc3c2=O)c1	7	8	2	-11	1.4	23	-1	3	8
15	Cc1ccc(-c2ccc(SCC(=O)NCC3CCCO3)nn2)cc1 (stereo unspecified)	-3	3	1	-13	-0.2	19	-1	-3	10
16	Cc1ccc(C(=O)NCc2ccc3c(c2)OCO3)cc1N1CCCC1=O	-2	-2	1	-3	0.5	19	6	-4	-1
17	CCOC(=O)N1CCN(C(=O)CSc2ccc3nnc(-c4ccncc4)n3n2)CC1	-2	-1	1	-18	1.6	17	4	2	6
18	CCOc1cc(S(=O)(=O)N2CCOCC2)ccc1F	-1	2	0	-8	0.3	14	1	0	-2
19	C/C(=N\NC(=O)c1ccc(NS(=O)(=O)c2cccs2)cc1)c1ccc(O)cc1O	-5	19	1	1	-0.1	-11	-14	1	-4
20	Cc1csc(CNc2ncnc3ccc(-c4ccc5c(c4)OCCO5)cc23)c1	-9	3	4	-12	-0.8	7	-10	-1	5
21	O=C(CCS(=O)(=O)c1ccccc1)Nc1ccccc1N1CCOCC1	2	1	2	-15	0.6	5	-6	5	3
22	COc1ccc(S(=O)(=O)N(c2onc(C)c2Cl)S(=O)(=O)c2ccc(OC)cc2)cc1	-3	1	1	11	-0.2	-3	-5	-3	-2
23	CCn1cc(/C=N/NC(=O)c2ccc3c(c2)OCO3)cn1	-2	4	1	-5	0.0	19	-2	-4	4
24	O=C(c1cnn2c(C(F)(F)F)cc(-c3cccs3)nc12)N1CCCC1	2	25	-1	-16	-0.7	16	5	6	-15

Another view of three compounds above:
14: O=C(O)c1cccc(-n2sc3ccccc3c2=O)c1
15: Cc1ccc(-c2ccc(SCC(=O)NCC3CCCO3)nn2)cc1 (stereo unspecified)
16: Cc1ccc(C(=O)NCc2ccc3c(c2)OCO3)cc1N1CCCC1=O

Screen / compound no.	14	15	16
M5 ag	7	-3	-2
M4 PAM	8	3	-2
CHRM4 agonist	2	1	1
CHO-K1 Ca antag	-11	-13	-3
CHO-K1 Ca ag	1.4	-0.2	0.5
M1 PAM parental	23	19	19
CHRM4 antagonist	-1	-1	6
M5 PAM	3	-3	-4
CHRM5 antagonist	8	10	-1

Continuation.
item	smiles	M5 ag	M4 PAM	CHRM4 agonist	CHO-K1 Ca antag	CHO-K1 Ca ag	M1 PAM parental	CHRM4 antagonist	M5 PAM	CHRM5 antagonist
25	O=C(O)c1cnc(-c2ccccc2)nc1Oc1ccccc1	0	4	0	7	-0.3	-13	-2	2	-4
26	CCCCNc1oc(-c2ccc(OC)cc2)nc1S(=O)(=O)c1ccccc1	0	4	-1	-18	0.2	25	-13	2	-5
27	CCOc1ccc(CCN2C(=S)N([C@@H](Cc3ccc(O)cc3)CN3CCC[C@@H]3CN3C(=S)NC[C@@H]3Cc3ccc(O)cc3)C[C@@H]2Cc2ccc(O)cc2)cc1	-3	-7	1	7	-0.1	-2	-10	-1	-6
28	O=S(=O)(c1cc(C(F)(F)F)ccc1Cl)N1CCN(c2ccccn2)CC1	-10	2	5	-3	0.8	1	-5	-2	-9
29	CC1=C(C(=O)OCC2CCCO2)C(c2ccc(F)cc2)NC(=O)N1 (stereo unspecified)	-2	1	1	-5	1.6	24	-1	5	-14
30	CC(=O)Nc1ccc(NC(=O)COC(=O)c2ccc(Cl)nc2)cc1	3	-3	2	1	0.5	-4	5	0	3
31	CCN1C[C@@H]2[C@@H]3C(=O)N(Cc4ccccc4)C(=O)[C@@H]3[C@](Cc3ccccc3)(C(=O)OC)N2C1=NCc1ccccc1	-1	1	4	-16	2.1	25	8	-1	-3
32	COC(=O)c1ccccc1NC(=O)NCCc1ccccc1OC	-4	0	-1	-7	0.0	15	-3	-6	15
33	COc1cc(C2c3cc(O)c(OC)cc3CC(C(=O)O)C2CO)ccc1O (stereo unspecified)	4	9	2	-10	0.4	9	0	1	6
34	CC(C)NC(=O)NS(=O)(=O)c1cnccc1N1CCCCC1	-2	2	0	-2	-0.2	3	4	-3	1
35	COc1ccc(CCNC(=O)c2ccc3c(=O)n(Cc4ccco4)c(=S)[nH]c3c2)cc1OC	-8	-7	2	-12	0.4	17	4	-9	6
36	COc1ccc(S(=O)(=O)Nc2ccc(OCC(=O)O)cc2)c2ccccc12	0	5	1	1	0.3	1	-4	2	1
37	CC1CC(NS(=O)(=O)c2cc3c4c(c2)CCN4C(=O)CC3)CC(C)(C)C1 (stereo unspecified)	-4	7	2	8	1.1	5	-12	-8	8
38	Cc1c(Cl)c([N+](=O)[O-])nn1CCCC(=O)NCCc1ccccc1	-5	-9	1	2	-0.1	-12	8	-2	-1
39	NNC(=O)C1COc2cc3ccccc3cc2O1 (stereo unspecified)	2	1	1	-16	1.1	20	-2	2	8
40	COc1cccc(CNC(=O)c2cc(S(=O)(=O)N3CCOCC3)cn2C)c1	4	1	16	-6	4.0	27	-12	-6	-1
41	COc1cc(C2C3=C(CC(c4ccco4)CC3=O)Nc3ccccc3N2C(C)=O)cc(OC)c1OC (stereo unspecified)	-1	10	0	-5	1.4	14	4	5	-2
42	CCOC(=O)C1(CCCc2ccccc2)CCN(C(=O)[C@@H]2C[C@@H](C)NC(=S)N2)CC1	1	5	1	11	0.0	-11	-4	4	-10
43	CCN1CCN(c2cc(C)c3cc(NC(=O)Cc4ccccc4OC)ccc3n2)CC1	-9	0	0	-10	0.2	20	-2	9	-5
44	Cc1cc(C)cc(NC(=S)NCc2cccnc2)c1	0	-3	1	-2	1.2	2	1	1	2
45	CC(C)c1ccc(C(=O)OCC(=O)c2c(N)n(C)c(=O)n(C)c2=O)cc1	8	14	2	-14	3.9	-4	-5	8	-3
46	O=C(COc1ccccc1Cl)NC(=S)Nc1cccc(NC(=O)c2ccccc2Cl)c1	-1	-4	1	-9	0.9	5	-2	-8	4
47	CC(NC(=O)N1CCOCC1)c1ccccc1 (stereo unspecified)	-1	1	1	-7	1.0	16	4	9	1
48	C[C@H](CO)N1C[C@H](C)[C@H](CN(C)C(=O)Nc2ccnc(N3CCOCC3)c2)OCc2cnnn2CCCC1=O	0	-6	1	13	0.0	15	5	-2	0
49	CCC(CC)C(=O)NCCCCc1ccccc1	0	11	0	-3	0.9	14	-7	6	-12
50	O=C(O)Cc1ccc(O)cc1	2	-2	0	-11	0.3	3	6	3	-1
51	CN(C)C(=S)N=c1ssc(=S)n1Cc1ccco1	1	-3	2	-7	0.1	2	0	-10	11
52	Cc1ccc(CSC2=Nc3sccc3C3=NC(=O)CN23)cc1	-1	-6	-1	-5	1.2	11	1	-6	5
53	CC(=O)Nc1cc(-c2ccccc2)cn2c(-c3ccc(F)c(Cl)c3)cnc12	-1	2	-1	-11	-0.1	10	1	1	0
54	COc1cccc(C(=O)N(Cc2nc(-c3cccc(C)c3)no2)C(C)C)c1OC	-4	9	3	-11	1.6	7	-4	-1	-8
55	CN(C)c1cccc(C(=O)OCC(=O)NCC2CCCO2)c1 (stereo unspecified)	1	5	1	-15	0.8	19	4	2	-4
56	OCCC1CN(Cc2ccon2)CCN1Cc1ccccc1 (stereo unspecified)	-3	1	1	-7	1.1	11	1	-1	2
57	CC(=NNC1=NCCN1)c1cn(C2=NCCN2)nc1C	1	8	-1	6	-0.1	5	-2	3	-3
58	COc1cccc(COc2ccc3c(C)cc(=O)oc3c2)c1	-2	-8	14	5	4.7	-7	-4	-4	12
59	S=c1[nH]nc(Cc2ccc(Cl)cc2)n1-c1ccc2c(c1)OCCO2	-2	-2	4	-19	2.5	12	-1	2	2
60	O=C(Cc1c(F)cccc1Cl)NNC(=O)c1ccco1	-2	-3	3	-7	0.1	-5	10	1	11
61	O=C(N/N=C/c1ccc(OCc2ccccc2)cc1)c1ccco1	4	-1	5	-1	1.9	11	5	-4	13
